Growth percent in the NCI-60 one-dose screen (48 h, 10 µM unless noted): 100 = growth as untreated, 0 = no growth, -100 = all killed.
OVCAR-3 = OVCAR-3 ovarian cancer; AID 1794787; actives 7% (n = 79,000)
IGROV1 = IGROV1 ovarian cancer; actives 4.7% (n = 79,000)
SK-OV-3 = SK-OV-3 ovarian cancer cells | actives 3.2% (n = 80,000) | AID 1794785
NCI/ADR-RES = NCI/ADR-RES ovarian cells; actives 4.4% (n = 81,000); AID 1794790
OVCAR-5 = OVCAR-5 ovarian cancer | actives 2.9% (n = 82,000)
OVCAR-4 = OVCAR-4 ovarian cancer cells; actives 3.7% (n = 80,000); AID 1794784
NCI-H23 = NCI-H23 lung cancer; actives 4% (n = 80,000); AID 1794731
SN12C = SN12C renal cancer cells; actives 3.8% (n = 81,000); AID 1794767
NCI-H226 = NCI-H226 lung cancer. actives 3.5% (n = 79,000). AID 1794732
* marks the source's active call; other numbers are inactive results; · = no result given; & = joins results of further samples; [ ] = remark or other dose. The calls were made as follows: active = growth percent below 10; inactive = the rest.

The line under a structure holds: NCI-H226, SK-OV-3, OVCAR-5, OVCAR-3, NCI/ADR-RES, OVCAR-4, IGROV1, SN12C, NCI-H23
- COc1ccccc1Nc1nnc(-c2c[nH]c3ccccc23)o1
 : 47, 15, 32, 13, -36*, 64, 17, 15, 13
- COc1ccc(N2CCN(Cc3ccc(-c4nn5c(=O)c(Cl)c(C)nc5s4)cc3)CC2)cc1
 : 74, 89, 104, 104, 97, 84, 104, 99, 91
- COc1ccc(Br)c(C=O)c1OS(=O)(=O)c1ccc(C)cc1
 : 84, 108, 94, 100, ·, 86, 102, 96, 94
- Cc1ccc(NC(=O)Nc2nc3ccccc3s2)cc1NC(=O)Nc1nc2ccccc2s1
 : 90, 96, 104, 96, 92, 82, 54, 87, 90
- Oc1[nH]c2ccccc2c1N=Nc1nnc2n1N=C(c1ccc(Cl)cc1)CS2
 : ·, 110, 112, 92, 102, 74, 103, 104, 93
- Nc1ncc(C#Cc2cncc(NC(=O)c3cncc(C(F)(F)F)c3)c2)c2cccnc12
 : 62, 91, 86, 111, 97, 118, 75, 81, 84
- O/N=C1/CCCc2ccccc21
 : 97, 90, 104, 112, 109, 98, ·, 105, 104
- Cc1ccc(NC(=O)N2CCCCC2)cc1[N+](=O)[O-]
 : 95, 112, 101, 115, 95, 111, 87, 106, 91
- Cn1ncc2c(Nc3ccccc3Cl)nc(Cl)nc21
 : 88, 104, 96, 164, 100, 96, ·, 92, 100
- Cc1csc(/N=C(N)/N=C(\N)c2cccs2)n1
 : 99, 92, 115, ·, 108, 105, 101, 110, 91
- CCOC(=O)c1ccccc1NC(=O)CCCl
 : 101, 96, 104, 112, 110, 112, 105, 100, 100
- Clc1ccc(C2=Nn3c(N/N=C/c4ccco4)nnc3SC2)cc1
 : 95, 112, 102, 116, 105, 106, 92, 99, 110
- Cc1nc(N)[nH]c(=O)c1CCO
 : 107, 107, 106, 124, 111, ·, 107, 96, 119
- Cc1ccc(OS(=O)(=O)c2ccc(C)cc2)cc1
 : 96, 97, 91, 114, 100, 101, 97, 104, 105
- CCC(C)(C)c1ccc(OCCOC(C)=O)cc1
 : 100, 100, 111, 109, 110, 120, 115, 100, 104

(list continues)
The line under a structure holds: NCI-H226, SK-OV-3, OVCAR-5, OVCAR-3, NCI/ADR-RES, OVCAR-4, IGROV1, SN12C, NCI-H23
- COc1ccc(-c2cc(=O)c3c(OC)c4ccoc4cc3o2)cc1
 : 95, 112, 94, 106, 96, 109, 113, 94, 99
- COC(=O)/C(=C\c1c(-c2ccccc2)[nH]c2ccccc12)S(C)(=O)=O
 : ·, 40, 84, -46*, -13*, 64, ·, 59, 34
- O=C(O)CNC(=O)Cc1cccc2ccccc12
 : 96, 123, 102, 103, 106, 117, 103, 98, 107
- CC/C=C\C[C@H](O)C/C=C1/C(=O)C=C[C@@H]1C/C=C\CCCC(=O)NC
 : -41*, 11, 20, 4.7*, 6.9*, 44, 7.7*, -3.7*, -19*
- Cc1cc(C)c2sc(=O)n(Cc3nnc(SCCC(=O)O)o3)c2n1
 : 94, 105, 99, ·, 102, 108, 102, 98, 101
- CCCC(=O)Oc1ccc(C(C)(C)C)cc1
 : 95, 115, 100, 113, 111, 101, 111, 102, 104
- O=C1NC(=S)S/C1=C\c1cccc([N+](=O)[O-])c1
 : ·, 104, 97, 100, 97, 89, 120, 94, 90
- C[n+]1cccc2cccc([N+](=O)[O-])c21
 : 93, 96, 141, 99, 96, 72, 106, 95, 90
- CCOC(=O)n1cc(-c2nonc2-c2cn(C(=O)OCC)c3ccc(Br)cc23)c2cc(Br)ccc21
 : 91, 106, 83, 103, 104, 90, 101, 100, 99
- O=C1OC(c2cccc(Cl)c2)=N/C1=C\C=C/c1ccccc1
 : 90, 105, 111, 114, 102, 97, 99, 104, 97
- CCN(CC)CCOCCOC(=O)c1ccc(N)cc1
 : 122, 112, 112, 119, 103, ·, 113, 109, 102
- c1ccc(-n2cccc2)cc1
 : 101, 109, 102, 88, 106, 119, 112, 106, 97
- CCN(CC)C(=O)c1ccccc1C
 : 86, 97, 96, 103, 108, 109, 111, 99, 107
- CSc1nc(Nc2cccc(N)c2)c(C#N)c(-c2cccc([N+](=O)[O-])c2)n1
 : 100, 102, 103, 117, 103, 110, 102, 94, 94
- O=C1OC(Oc2ccc(Br)cc2)(c2ccccc2)c2ccccc21 (stereo not given)
 : 84&76, 110&96, 110&97, 69&87, 77&91, 92, 81&80, 98&88, 81&91

3 of the compounds above, comma-delimited.
SMILES,NCI-H226,SK-OV-3,OVCAR-5,OVCAR-3,NCI/ADR-RES,OVCAR-4,IGROV1,SN12C,NCI-H23
CCC(C)(C)c1ccc(OCCOC(C)=O)cc1,100,100,111,109,110,120,115,100,104
COc1ccc(-c2cc(=O)c3c(OC)c4ccoc4cc3o2)cc1,95,112,94,106,96,109,113,94,99
COC(=O)/C(=C\c1c(-c2ccccc2)[nH]c2ccccc12)S(C)(=O)=O,·,40,84,-46*,-13*,64,·,59,34

Remaining list, next part:
The line under a structure holds: NCI-H226, SK-OV-3, OVCAR-5, OVCAR-3, NCI/ADR-RES, OVCAR-4, IGROV1, SN12C, NCI-H23
- COc1ccc(OC)c(-c2cc(-c3ccccc3)c(C#N)c(SCc3ccccc3)n2)c1
 : 77, 64, 82, 83, 80, 63, 92, 93, 74
- CNCCC(=O)c1ccccc1
 : 97, 104, 107, 102, 112, 104, 114, 112, 103
- CCn1cc(C(=O)N[C@H]2C(OC(C)=O)[C@@H](OC(C)=O)C(COC(C)=O)O[C@H]2OC(C)=O)c(=O)c2cc(F)c(N3CCN(C(C)=O)CC3)cc21 (stereo not given in full)
 : 102, 109, 110, 114, 113, 117, 113, 103, 105
- CC(C)Cn1cnc2c3ccccc3nc(NCn3nc(-c4cc(Cl)cc(Cl)c4Cl)oc3=S)c21
 : 99, 109, 88, ·, 66, 88, 51, 99, 80
- CC(Nc1c(C#N)cnc2ccc(-c3cncc(O)c3)cc12)c1ccccc1 (stereo not given)
 : 2.6*, -3.8*, 26, 7.9*, 12, -17*, -20*, -5.7*, 1.1*
- CC1(C)C2CC[C@]3(C)C(C(=O)C=C4[C@@H]5C[C@@](C)(C(=O)O)CC[C@]5(C)CC[C@]43C)[C@@]2(C)CC[C@@H]1OC(=O)CCC(=O)O (stereo not given in full)
 : 101, 107, 114, 118, 103, 113, 113, 106, 106
- NS(=O)(=O)Oc1ccc(NC(=O)C23CC4CC(CC(C4)C2)C3)cc1Br
 : 93, ·, 96, 101, 101, 94, 101, 92, 99
- NNC(=O)c1ccc(C(=O)O)cc1
 : 105, 107, 102, 119, 105, 119, 103, 95, 119
- Cn1cc(-c2csc(-c3cn(C)c4ncccc34)n2)c2cccnc21
 : 107, 123, 90, 112, 91, 100, 111, 93, 92
- COc1cc(-c2nn(-c3ccc(NC(=O)Nc4cccc(Cl)c4Cl)cc3)cc2-c2ccncc2)ccc1Cl
 : 99, 92, 97, 105, 99, 106, 79, 92, 96
- COc1ccc(C2N=C3C(c4ccccc4)=NOC3C(=O)N2)cc1 (stereo not given)
 : 92, 116, 111, 107, 106, 105, 106, 108, 107
- C[C@H]1[C@@H]2[C@H]3CC[C@@H]4[C@@]5(C)Cc6c([nH]c7ccccc67)C(C)(C)[C@@H]5CC[C@@]4(C)[C@]3(C)CC[C@]23CO[C@]1(C)[C@@H](C(=O)/C=C/c1cccnc1)C3
 : 87, 111, 105, 74, 90, 34, 99, 77, 61
- COC(=O)c1cc(-c2no[n+]([O-])c2C)no1
 : 97, 106, 102, 110, 103, 101, 105, 99, 94
- CC(=O)Nc1ccc2c(c1)C(N1CC3CCC(CC3)C1)c1ccccc1-2 (stereo not given)
 : 85, 91, 96, 100, 89, 66, 93, 87, 91
- Cc1c(C(=O)O)nnn1CC(N)=O
 : 107, 100, 102, 110, 97, 110, 108, 108, 91

(listing goes on)
The line under a structure holds: NCI-H226, SK-OV-3, OVCAR-5, OVCAR-3, NCI/ADR-RES, OVCAR-4, IGROV1, SN12C, NCI-H23
- COC(=O)c1cnc2c(c1)Oc1ccc(Cl)cc1-c1cc(C)nn1-2
 : 66, 77, 89, 44, 70, -13*, ·, ·, 74
- Clc1ccc(CSC2=NCCN2)cc1
 : 100, 109, 97, 101, 99, 97, 109, 98, 92
- COc1ccc(C(=O)CC2(O)C(=O)N(CN3CCOCC3)c3ccc(Br)cc32)cc1 (stereo not given)
 : ·, 102, 107, 95, 96, 93, 102, 96, 104
- C/C(=N\Nc1cc(C)nc2ccc(Br)cc12)c1ccccc1
 : 89, 100, 101, 101, 79, 66, 60, 87, 82
- CCOC(=O)c1cnc2cccc(C(=O)OCC)c2c1-c1ccccc1
 : 77, 96, 100, 108, 98, 113, 96, 94, 95
- CCOC(=O)n1cc(-c2nonc2-c2cn(C(=O)OCC)c3ccc(F)cc23)c2cc(F)ccc21
 : 90, 97, 82, 106, 105, 78, 85, 90, 94
- COc1cc(NC(C)CCCN2C(=O)c3ccccc3C2=O)c2nccc(C)c2c1OC (stereo not given)
 : 94, 107, 110, ·, 74, 70, 44, 126, 90
- c1ccc(N/N=C(\c2ccccc2)c2cccs2)cc1
 : 110, 99, 95, 98, 104, 106, 80, 98, 96
- Nc1ccc(-c2ccncc2)cc1NC(=O)N1Cc2ccccc2C1
 : 97, 70, 80, 85, 59, 95, 103, 97, 88
- c1ccc(CSC(SCc2ccccc2)c2cccc3ccccc23)cc1
 : 75, 105, 91, 94, 90, 91, 79, 84, 83
- CCCCCCCCc1ccc(S(=O)(=O)Nc2cccc(-c3csc(NC(C)=O)n3)c2)cc1
 : 94, 109, 98, 107, 100, 100, 92, 91, 97
- CCOC(=O)CCC(NC(=O)c1ccc(NS(=O)(=O)c2ccc(C)cc2)cc1)C(=O)OCC (stereo not given)
 : 92&100, 95&105, 109&109, 107&108, 105&96, 104&105, 113, 99&104, 102&93
- CCCCCCCCCCSC(=N)N (tested in a mixture with another compound)
 : 94, 86, 101, 76, 82, 90, 68, ·, 80
- COc1ccc(Oc2ccc(C3CC(c4ccc(OC)c(OC)c4)=NN3)cc2)cc1 (stereo not given)
 : 81, 92, 104, 79, 90, 28, 79, 83, 53
- CC1(C)CC[C@]2(C(=O)Nc3ccccc3)CC[C@]3(C)C(=CC[C@@H]4[C@@]5(C)CC[C@H](N)C(C)(C)[C@@H]5CC[C@]43C)[C@H]2C1
 : 88, 96, 84, 105, 66, 77, 96, 88, 69

Random excerpt: 2 entries already listed, in no set order.
The line under a structure holds: NCI-H226, SK-OV-3, OVCAR-5, OVCAR-3, NCI/ADR-RES, OVCAR-4, IGROV1, SN12C, NCI-H23
- COc1cc(NC(C)CCCN2C(=O)c3ccccc3C2=O)c2nccc(C)c2c1OC (stereo not given)
 : 94, 107, 110, ·, 74, 70, 44, 126, 90
- CCOC(=O)c1cnc2cccc(C(=O)OCC)c2c1-c1ccccc1
 : 77, 96, 100, 108, 98, 113, 96, 94, 95

(more compounds)
The line under a structure holds: NCI-H226, SK-OV-3, OVCAR-5, OVCAR-3, NCI/ADR-RES, OVCAR-4, IGROV1, SN12C, NCI-H23
- O=C(/C=C/c1ccco1)c1ccccc1
 : 100, 100, 101, 106, 99, 121, 104, 102, 102
- O=C1c2ccccc2C(=O)c2cc(Cl)ccc21
 : 84, 91, 91, 114, 114, 102, 100, 89, 106
- O=C1C(O)CCN1C1CCCCC1 (stereo not given)
 : 104, 102, 100, 111, 96, 102, 128, 103, 92
- COc1ccc(C(=O)C(=O)c2ccccc2)cc1
 : 92, 103, 101, 108, 104, 100, 102, 99, 94
- Cc1cccc(C)c1NCc1nnc(-c2ccc(O)cc2)o1
 : 95, 114, 96, 99, 97, 99, 100, 102, 91
- Cc1c(C)c(N2C(=O)c3ccc(O)cc3C2=O)c(C)c2c1OC(C)(CCCC(C)CCCC(C)CCCC(C)C)CC2 (stereo not given)
 : 105, 105, 126, 116, 110, ·, 104, 103, 104
- CCCCCN1C=C/C(=C\C(=O)n2ccc3ccccc32)c2ccccc21
 : 70, 78, 94, 86, 94, 72, 66, 90, 77
- CCOC(=O)c1c(C(=O)c2cn(C)c3ccccc23)c(-c2cn(C)c3ccccc23)n(NC(=O)OC(C)(C)C)c1C
 : 90[100 µM], 70[100 µM], 79[100 µM], 65[100 µM], 70[100 µM], 92[100 µM], 70[100 µM], 80[100 µM], 92[100 µM]
- CN1CCN(c2ccc(Nc3nc(NCCNS(=O)(=O)c4cccc(F)c4)c4sccc4n3)cc2)CC1
 : 93, 109, 106, ·, 95, 90, 98, 95, 95
- O=[N+]([O-])c1ccccc1-c1ccc(Cl)cc1
 : 93, 105, 109, 107, 113, ·, 92, 101, 108
- COc1ccc(N2N=C(c3ccc4c(c3)OCO4)CC2c2cccc(NC(=O)CCNS(=O)(=O)c3ccc(Cl)cc3)c2)cc1 (stereo not given)
 : 31, 46, 68, 62, 71, 52, 61, ·, 33
- N[C@@H](Cc1cc(I)c(Oc2ccc(O)c(I)c2)c(I)c1)C(=O)O
 : 98, 110, 89, 99, 105, 99, 100, 88, 98
- Nc1ccc(Nc2ccncc2)cc1
 : 102, 112, 102, 107, 102, 109, 100, 104, 99

Source: PubChem
